Source: PubChem BioAssay
D2 antag – antagonists of human D2 dopamine receptor; actives 2% (n = 340,000); HEK293 TREx D2 cells, calcium flux, dopamine EC80; inhibition, % at 10 µM; in the data active means inhibition above about 30%; further: 0% is about no effect
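Read-out: kinetic calcium fluorescence (1 cycle/s) in inducible HEK293 T-REx D2 cells after an EC80 dopamine addition that followed 180 s compound preincubation. Loss of the dopamine response indicates antagonism.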
D2 potentiator – positively modulates the human D2 dopamine receptor allosterically; actives 0.34% (n = 340,000); P14416; potentiation, % at 10 µM; HEK293 T-REx D2, calcium flux, EC20 dopamine potentiation;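 active means potentiation over 3 SD above the plate norm, cut at about 30% in these data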; further: 0% is about no effect
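Primary screen. Calcium kinetics in induced HEK293 T-REx D2 cells: compound pre-addition 180 s, EC20 dopamine, 180 s more.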
TRHR PAM – TRH receptor (human) allosteric enhancement; TRHR cells, fluo-8 calcium fluorescence, EC20 TRH enhancement; enhancement, % at 2 µM; actives 0.66% (n = 360,000); AID 493056; in the data active means enhancement above about 30%; further: 0% is about no effect
Target sequence (P34981 whole entry, looked up): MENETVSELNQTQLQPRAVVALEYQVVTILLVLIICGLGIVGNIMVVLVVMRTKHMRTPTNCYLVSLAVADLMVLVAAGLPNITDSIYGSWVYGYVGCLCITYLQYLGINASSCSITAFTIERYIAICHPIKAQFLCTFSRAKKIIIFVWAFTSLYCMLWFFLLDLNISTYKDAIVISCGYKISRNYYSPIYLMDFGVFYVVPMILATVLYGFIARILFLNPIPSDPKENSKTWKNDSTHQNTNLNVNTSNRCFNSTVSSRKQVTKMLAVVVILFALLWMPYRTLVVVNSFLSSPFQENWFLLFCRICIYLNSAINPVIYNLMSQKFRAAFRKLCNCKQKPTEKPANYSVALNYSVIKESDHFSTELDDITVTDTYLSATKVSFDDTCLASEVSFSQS
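Enhancer read-out: after compound pinning and an initial kinetic agonist-mode read, an EC20 of TRH (10 nM final) was injected and fluo-8 calcium signal (Ex 480/Em 530) followed at 1 s/cycle for 100 cycles in TRHR-expressing cells.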
D1 ag – agonists of human D1 dopamine receptor; P21728; HEK293 T-REx D1 cells, calcium flux, agonist mode; activation, % at 2 µM; actives 1% (n = 360,000); AID 504660; further: 0% is about no effect
Target sequence (P21728 whole entry, looked up): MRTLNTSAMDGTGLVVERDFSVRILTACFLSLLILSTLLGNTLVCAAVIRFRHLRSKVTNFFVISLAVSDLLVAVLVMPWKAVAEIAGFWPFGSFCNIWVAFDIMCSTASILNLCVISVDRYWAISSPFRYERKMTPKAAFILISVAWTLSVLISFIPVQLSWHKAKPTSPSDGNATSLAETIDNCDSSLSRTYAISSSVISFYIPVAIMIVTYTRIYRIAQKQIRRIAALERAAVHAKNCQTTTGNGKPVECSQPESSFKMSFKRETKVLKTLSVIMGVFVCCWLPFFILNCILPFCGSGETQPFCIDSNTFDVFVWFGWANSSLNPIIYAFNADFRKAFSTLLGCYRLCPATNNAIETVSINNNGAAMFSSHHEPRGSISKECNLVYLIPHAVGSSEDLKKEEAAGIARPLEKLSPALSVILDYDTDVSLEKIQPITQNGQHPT
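Tetracycline-induced HEK293 TREx D1 cells, force-coupled to calcium signalling, were dye-loaded with a no-wash calcium kit. Compound was pin-added after a 10 s baseline. Fluorescence was read kinetically at 1 cycle/s for 180 s, with calcium rises flagged as agonism.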
D1 antagonist – blocks dopamine activation of the human D1 receptor; HEK293 TREx D1 cells, calcium flux, dopamine EC80; active compounds read low; activity change, negative = inhibition, % at 10 µM; actives 3.2% (n = 360,000); in the data active means activity change below about -30%; further: on the % scale 0 is the no-effect control and ±100 the full control effect
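Allosteric or orthosteric antagonism assessed as attenuation of the calcium response to EC80 dopamine, added 180 s after compound, in induced HEK293 Trex D1 cells loaded with no-wash calcium dye.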
TRHR agonist – TRH receptor (human) agonism. P34981. TRHR cells, calcium flux fluo-8, FDSS agonist mode. activation, % at 2 µM. actives 0.18% (n = 360,000); further: 0% is about no effect
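Agonist-mode FDSS calcium read (Ex 480/Em 530, 1 s cycles) in 1536-well TRHR cells with fluo-8 dye, after 10-cycle baseline and 23 nL compound addition; TRH at EC20 (10 nM final) added afterwards for the enhancer phase.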
D2 ag – D2 dopamine receptor (human) agonism; P14416; HEK293 T-REx D2 cells, calcium flux agonist mode; activation, % at 2 µM; actives 0.53% (n = 340,000);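 active means activation over 3 SD above normal in the single-dose calcium agonist read, cut at about 30% in these data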; further: 0% is about no effect
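HEK293 Trex D2 cells, tetracycline-induced, o/n 30 C 5% CO2; no-wash Ca dye, RT 30–90 min; 10-cycle baseline, 23 nl cpd added, kinetic Ca read 180 s; agonist hits = positive Ca response.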
D1 potentiator – potentiators of human D1 dopamine receptor | actives 0.036% (n = 360,000) | P21728 | potentiation, % at 10 µM | HEK293 TREx D1 cells, calcium flux, dopamine EC20 potentiation | AID 504651; in the data active means potentiation above about 30%; further: 0% is about no effect
RXFP1 antagonist – blocks the human relaxin receptor RXFP1 | actives 0.59% (n = 350,000) | HEK293-RXFP1, relaxin-stimulated cAMP HTRF, 30 min; active compounds read low | activity change, negative = inhibition, % at 57.5 µM | AID 1259400;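 active means activity change of -60% or lower, but not beyond a set lower limit; inconclusive means change between -60% and -40%, or beyond the set limit; inactive means change above -40%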; further: on the % scale 0 is the no-effect control and ±100 the full control effect
* = called active by the depositor; ? = inconclusive; . = no result given. Unless noted, no stated cut-off is given here; in the data, active means activation above about 30%; inactive means the rest.

Value order: D2 antag, D2 potentiator, TRHR PAM, D1 ag, D1 antagonist, TRHR agonist, D2 ag, D1 potentiator, RXFP1 antagonist
COc1ccc(NC(=O)Nc2ccc(N(C)C)cc2)cc1
→ -5, -1, -4, 1, -9, 0.1, 0.0, -8, -9
COc1ccc(C(=O)NNC(=O)C(C)NC(=O)c2ccccc2NC(=O)c2ccco2)cc1 (stereo unspecified)
→ ., ., -8, 4, 1, -0.4, ., -2, -2
COc1c(Cl)cc(C(=O)Nc2ccc(Cl)cn2)cc1Cl
→ -39, -25, 2, 0, 5, 0.7, -1.6, -3, -14
COc1ccc(-n2c(C)cc(C(=O)CCl)c2C)cc1
→ 6, 10, 0, 0, 3, -0.9, -0.1, -3, -12
Cc1c(C(=O)NCc2ccc(F)cc2)oc2ccc(S(=O)(=O)N3CCOCC3)cc12
→ -4, 11, 1, 4, 28, 0.6, 0.5, 2, -7
C/C(=N\NC(=O)c1ccccc1C)c1ccc(N2CCOCC2)cc1
→ -10, 8, 1, 1, 0, 0.1, -0.1, -11, -6
Cc1ccc(NC(=O)NCc2ccncc2)cc1Cl
→ 8, -5, -3, 3, 3, -1.2, -0.8, -1, 4
CCOC(=O)C1CCCN(c2nc3ccccc3nc2C(C#N)C(=O)OC(C)C)C1 (stereo unspecified)
→ -1, 2, -7, 4, 7, 42*, 0.3, -4, 1
Cc1c(C(=O)O)sc(S(=O)(=O)N2CCN(C(=O)Cc3ccc(F)cc3)CC2)c1C(=O)O
→ -2, -7, 5, 1, -6, 0.5, 1.1, 2, -2
CCN(CC(=O)NCc1ccc(F)cc1)C(=O)CN1CCN(c2cc(Cl)ccc2C)CC1
→ 0, -25, 5, 2, 2, 0.0, -1.0, 0, -12
CCN(CC)c1ccc2oc(=O)c(C)nc2c1
→ 7, -9, -2, 192*, 4, 100*, 33*, -1, -3
COC(=O)c1ccc(Cl)c(NC(=O)CN2CCOCC2)c1
→ 17, ., 10, 1, -5, -0.5, 1.2, -1, -10
COc1ccc(Cn2cccc(NC(=O)Nc3ccc(F)cc3)c2=O)cc1
→ 3, 1, 7, -1, -16, -0.6, 2.0, -7, -4
CCOC(=O)C1CCCN(C(=O)c2nn(-c3ccc(C)cc3)c(=O)n(C)c2=O)C1 (stereo unspecified)
→ ., 15, -2, 4, 4, 0.1, 0.3, -2, 0
O=C(COC(=O)c1ccccc1SCC(=O)N1CCCC1)Nc1ccccc1OC(F)F
→ -3, -2, -3, 5, -2, -0.2, -0.3, -7, -18
COc1ccccc1CN1CC(C(=O)NCCc2cn[nH]c2)CCC1=O (stereo unspecified)
→ ., 8, 4, 5, 9, 0.4, ., 0, -11
CCOc1ccccc1NC(=O)CN1C(=O)CC(c2ccco2)Sc2ccccc21 (stereo unspecified)
→ ., 0, -4, 1, 0, -0.2, 0.1, -2, .
Cc1nc(N[C@@H](Cc2ccccc2)C(=O)O)c2oc3ccccc3c2n1
→ -22, 2, 1, 2, 19, 0.1, -2.1, -1, -14
COc1ccc(OC)c(-n2c(SCC(=O)Nc3cc(C)on3)nnc2-c2c[nH]c3ccccc23)c1
→ -7, 2, 3, 3, -14, 0.6, 0.4, ., 9
Cc1ccc(N(CC(=O)NCc2ccccc2Cl)S(=O)(=O)c2cccs2)cc1
→ -7, -1, -4, 1, 7, 0.4, -0.4, -2, 16
Cc1cc(NCc2ccccn2)n2ncc(-c3ccccc3)c2n1
→ 1, 12, 1, 2, 4, -1.6, -1.4, -1, -13
COc1cc(NC(=O)COC(=O)CO/N=C(\C)c2ccc3c(c2)OCO3)cc(OC)c1OC
→ 3, 0, -7, 0, -19, -0.1, 0.3, -6, -6
COc1ccc(OC)c(NC(=O)CS(=O)(=O)c2ccccc2)c1
→ 11, -4, 1, 2, -5, -1.3, -0.2, -1, 20
O=S(=O)(CC(O)CS(=O)(=O)c1ccc(Cl)cc1)c1ccccc1 (stereo unspecified)
→ -10, 11, -3, 2, 17, -0.1, 0.3, -4, 13
COc1ccc(Cl)cc1NC(=O)CN(C)CC(=O)Nc1ccc(Br)cc1
→ 4, ., -3, 0, -28, 0.9, 1.3, -5, -21
CCOC(=O)Cn1c(-c2cccs2)cc2cc(Cl)ccc21
→ ., 20, -1, 8, -8, 0.8, 1.3, -3, ?
CC1CC(C)CN(S(=O)(=O)c2ccc3c(c2)n(C)c(=O)c(=O)n3C)C1 (stereo unspecified)
→ 15, -13, -3, 0, -19, -1.1, -0.5, -4, -5
COCCCNC(=S)N1CCN(c2nc3ccccc3s2)CC1
→ 0, -2, -5, 4, -15, 0.4, 1.4, -8, -8
Fc1cccc(Cl)c1CSc1nnc2ccccn12
→ -2, 6, 1, 3, 12, -1.0, 0.4, 0, -1
Cc1cc(C)nc(NC(=O)NC(=O)c2ccccc2)n1
→ 1, -1, 0, 0, 7, 1.0, 1.2, -2, -1
CC(=O)Nc1ccc(N2C(=O)CC(N3CCSCC3)C2=O)cc1 (stereo unspecified)
→ 16, 1, -1, 7, -7, 0.2, 1.5, -2, -3
CN(CC(=O)NC1CCCCC1)S(=O)(=O)c1ccc2c(c1)c(=O)n(C)c(=O)n2C
→ -10, 3, -10, 1, 11, -0.1, 0.4, -1, -3
CCn1c(SCC(=O)Nc2nncs2)nnc1C(C)NC(=O)c1ccccc1Br (stereo unspecified)
→ -3, -14, 1, 0, -4, 0.6, 0.8, -4, 5
Cc1ccccc1NC(=O)CN1C(=O)S/C(=C/c2cccnc2)C1=O
→ 16, -13, -1, 0, 2, -0.5, 0.1, -2, -9
COc1cc(C(c2c(C)n(C)n(-c3ccccc3)c2=O)c2c(C)n(C)n(-c3ccccc3)c2=O)cc(Br)c1O
→ 7, 3, -6, 4, 7, -0.7, 0.9, -2, 2
CSc1nncc(/C(C)=N/O)n1
→ 1, -5, 2, 1, -1, 0.6, 1.0, -6, .
COc1ccc(C2(CNC(=O)c3ccccc3)CCOCC2)cc1
→ 3, -8, 0, 1, -2, 0.0, -2.0, -5, 2
O=c1c2c(-c3cccs3)csc2ncn1-c1ccccc1
→ 3, 0, -6, 2, -8, 0.5, 0.6, -6, -4
CC(C)[C@H](CO)Nc1nc(NCc2ccc(S(N)(=O)=O)cc2)c2ncn(C(C)C)c2n1
→ 0, 2, 1, 4, -21, -1.3, -0.6, -1, .
COc1ccc(NC(=O)c2cc(-c3ccccc3)oc2C)cc1
→ -10, -10, 12, 1, -7, -0.4, 0.2, -1, -5
Cc1nc([N+](=O)[O-])cn1CC(=O)c1ccccc1
→ -8, -9, -1, 4, -16, 0.3, 1.0, 1, -11
Cc1cccn2c(=O)c(C=Nc3c(C)n(C)n(-c4ccccc4)c3=O)c(N3CCCC3)nc12
→ 7, 1, -3, 2, 3, -0.3, -0.8, -1, .
Cc1cccc2nc(-c3ccco3)oc(=O)c12
→ -8, 7, -2, 0, 5, 0.4, 0.0, 0, 14
C/C(=N\NC(=O)c1nn(C)cc1Br)c1ccc(NC(=O)c2ccncc2)cc1
→ -8, 14, 2, 1, 9, -0.1, -0.5, 0, 7
Clc1ccc(/C=N/c2c(-c3ccco3)nc3ccccn23)cc1
→ 12, -2, -4, 1, 6, 0.1, 0.2, -3, 8

Arranged by length of the SMILES (rising): some entries from above.
Value order: D2 antag, D2 potentiator, TRHR PAM, D1 ag, D1 antagonist, TRHR agonist, D2 ag, D1 potentiator, RXFP1 antagonist
CSc1nncc(/C(C)=N/O)n1
→ 1, -5, 2, 1, -1, 0.6, 1.0, -6, .
COc1ccc(NC(=O)c2cc(-c3ccccc3)oc2C)cc1
→ -10, -10, 12, 1, -7, -0.4, 0.2, -1, -5
Cc1ccccc1NC(=O)CN1C(=O)S/C(=C/c2cccnc2)C1=O
→ 16, -13, -1, 0, 2, -0.5, 0.1, -2, -9

(next part)
Value order: D2 antag, D2 potentiator, TRHR PAM, D1 ag, D1 antagonist, TRHR agonist, D2 ag, D1 potentiator, RXFP1 antagonist
CCC(C)C(=O)Nc1nc(C)c(-c2csc(Nc3ccccc3OC)n2)s1 (stereo unspecified)
→ -5, 6, 6, 3, 16, 0.1, 0.6, -4, .
CCN(CC(=O)NCc1cccs1)c1ccc(S(=O)(=O)N2CCCC2)cn1
→ 10, -3, -9, 3, 5, -0.1, 16, -2, 0
C/C(=N/NC(=O)C1CC1(c1ccccc1)c1ccccc1)c1cccs1 (stereo unspecified)
→ 8, 3, -15, 3, 1, 1.2, 0.9, -7, -8
Nc1nc2ccccc2n1CCOc1ccc(F)cc1
→ ., 3, -7, 22, -20, 0.1, ., -7, 4
O=c1cc(NCCCO)c2ccccc2o1
→ 6, 7, 8, -1, 3, 0.2, 0.4, 3, -10
COc1ccc(N(C(=O)c2ccccc2OC(C)=O)C(C)C2CC2)cc1 (stereo unspecified)
→ 30*, -25, -7, 1, 5, -0.3, -0.7, -1, -3
CCOC(=O)C(Cc1ccccc1)NC(C)=O (stereo unspecified)
→ -10, 16, -1, 2, -2, 0.9, -1.5, -2, -1
CSc1nc(N2CCN(C)CC2)c2c(c1C#N)CC(C)(C)OC2
→ 0, -16, -4, 2, -4, 0.5, 0.1, -3, -8
Cn1c(N)c(C(=O)COC(=O)CCc2c[nH]c3ccccc23)c(=O)n(C)c1=O
→ -4, 1, 6, 3, -6, -0.1, -0.2, -4, -8
CC(=O)c1ccc(OCC(O)COc2ccc(C(C)=O)cc2)cc1
→ 0, -15, 2, 1, -9, 0.2, -0.2, 5, -16
Cc1ccc(OCCCCn2ccnc2C)c(C)c1
→ ., ., 2, 19, -27, 0.5, ., -3, -15
O=C(CN1C(=O)C2CCCCC2C1=O)Nc1nc(-c2ccc(F)cc2)cs1 (stereo unspecified)
→ -4, 9, 6, 2, -3, -0.1, -0.4, -5, ?
Nn1c(SCC(=O)Nc2nnc(-c3ccccc3)o2)nnc1C1CC1
→ 12, -5, 23, 4, -9, 0.0, 0.1, 3, ?
COc1ccc2cc(C(=O)NCc3ccco3)c(=Nc3ccc(C(=O)O)cc3)oc2c1
→ 4, -2, 2, 2, -27, 0.0, -0.1, 4, -8
COc1ccccc1NC(=O)CSc1nnc(C2CCCCC2)n1N
→ -6, -12, 1, 0, -12, -0.3, 0.5, 4, -3
O=C(Nc1cccc(Cl)c1)C1C2C=CC3(O2)C1C(=O)N(CCN1CCCCC1)C3C(=O)NC1CCCCC1 (stereo unspecified)
→ -12, -6, 6, 1, 19, -0.2, 0.1, -3, -27
O=C(O)CCCCCn1c(SCc2cc(=O)n3ccccc3n2)nc2ccsc2c1=O
→ 22, -1, 0, -1, 11, -0.6, -0.6, -1, 9
CCOc1ncccc1C(=O)Nc1cccc(-c2nnc3n2CCCCC3)c1
→ -9, -1, -1, 2, -18, -1.3, 0.6, -6, -8
O=C(COC(=O)c1ccc(Br)o1)NCC1CCCO1 (stereo unspecified)
→ -8, -8, 0, -1, ., 0.3, -0.2, -2, -22
O=C(CSc1ccccc1Cl)N1CCOCC1
→ 16, 5, -1, 1, -22, 0.1, 0.9, 1, 19
CC1CN(Cc2nc3c(c(=O)[nH]c(=O)n3C)n2CCCc2ccccc2)CC(C)O1 (stereo unspecified)
→ -3, -3, -1, -2, 5, -0.1, 0.2, -8, -2
CC(C)n1cnc2c(Nc3cccc(F)c3)nc(NCCO)nc21
→ 7, -1, 6, 0, -30, -1.6, -2.7, -1, .
COc1cc(/C=N/NC(=O)C2C3CCCCC32C)cc(Br)c1O (stereo unspecified)
→ -21, -3, 9, 1, 1, 0.7, -0.5, -4, -9
